Bioassay records: PubChem, The Scripps Research Institute Molecular Screening Center
PAFAH2 inh = inhibitors of human PAFAH2; hit rate 0.99% among 340,000; Q99487; inhibition, % at 3.39 µM; AID 492956; recombinant PAFAH2, FP-rhodamine activity probe, fluorescence polarization;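 active = inhibition above the mean over all tested compounds plus 3 SD, cut at about 30% in these data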;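 note: inhibitors block probe labeling of enzyme so polarization drops; 0% = enzyme with DMSO and 100% = wells lacking PAFAH2 protein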
PP5 inh = inhibitors of human protein phosphatase 5 (PP5); P53041; purified PP5c, OMFP substrate fluorescence; inhibition, % at 6.7 µM; hit rate 0.18% among 320,000;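 active = inhibition above the campaign's mean inhibition across all tested compounds plus 3 SD, cut at about 9.5% in these data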;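 note: 0% = DMSO only and 100% = 100 µM cantharidin control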
procasp7 counter = counter-screen: procaspase-7 (human) activation; P55210; recombinant procaspase-7, Ac-DEVD-pNA absorbance 405 nm; D23A/D198A/D206A triple mutant, cannot self-cleave; scale: DMSO 0, 5 µM enzyme 100; activation, % at 8.5 µM; hit rate 0.093% among 330,000; AID 463210;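 active = percent activation above the screen-wide mean plus 3 SD, cut at about 25% in these data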
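Assay system: Uncleavable procaspase-7 mutant enzyme | Input: 2 µM procaspase-7 mutant as dispensed | Timing: 1 h compound preincubation, 2 h substrate cleavage, 25 °C | Repeats: One well per compound | Control set: DMSO wells as 0%, DMSO with 5 µM added PC-7 as 100% | Technique: Epi-absorbance of released pNA at 405 nm, two timepoints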
HCV core dimer = HCV core protein dimerization inhibition | TR-FRET GST/Flag-core106 dimerization, 1536-well | inhibition, % at 5 µM | hit rate 0.33% among 300,000;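 active = inhibition above the mean of all tested compounds plus 3 SD, set per screening campaign, cut at about 45% in these data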
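System – GST-tagged and Flag-tagged HCV core protein residues 1-106 · Repeats – one well for each compound · Technique – TR-FRET 671 and 617 nm emission · Doses – one concentration, 5 µM, in 0.5% DMSO · Times – 4 h, 22.5 °C incubation · Also added – Eu donor and XL665 acceptor anti-tag antibodies · Measure – percent inhibition of core106 dimerization signal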
PP1 inh = counter-screen for PP5 inhibitors: inhibitors of human PP1-alpha. P62136. purified PP1alpha, OMFP fluorescence. inhibition, % at 6.7 µM. hit rate 0.9% among 320,000;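 active = inhibition above the mean inhibition of all tested compounds plus 3 SD, computed separately for each screening campaign, cut at about 15% in these data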
AHR activator = human AHR activation; P35869; AHR-responsive luciferase reporter cells, luminescence; activation, % at 5 µM; hit rate 2.5% among 320,000; AID 2796; in the data active = activation above about 47%;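 note: 0% = vehicle wells and 100% = reference agonist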
Target sequence (P35869 whole entry, looked up): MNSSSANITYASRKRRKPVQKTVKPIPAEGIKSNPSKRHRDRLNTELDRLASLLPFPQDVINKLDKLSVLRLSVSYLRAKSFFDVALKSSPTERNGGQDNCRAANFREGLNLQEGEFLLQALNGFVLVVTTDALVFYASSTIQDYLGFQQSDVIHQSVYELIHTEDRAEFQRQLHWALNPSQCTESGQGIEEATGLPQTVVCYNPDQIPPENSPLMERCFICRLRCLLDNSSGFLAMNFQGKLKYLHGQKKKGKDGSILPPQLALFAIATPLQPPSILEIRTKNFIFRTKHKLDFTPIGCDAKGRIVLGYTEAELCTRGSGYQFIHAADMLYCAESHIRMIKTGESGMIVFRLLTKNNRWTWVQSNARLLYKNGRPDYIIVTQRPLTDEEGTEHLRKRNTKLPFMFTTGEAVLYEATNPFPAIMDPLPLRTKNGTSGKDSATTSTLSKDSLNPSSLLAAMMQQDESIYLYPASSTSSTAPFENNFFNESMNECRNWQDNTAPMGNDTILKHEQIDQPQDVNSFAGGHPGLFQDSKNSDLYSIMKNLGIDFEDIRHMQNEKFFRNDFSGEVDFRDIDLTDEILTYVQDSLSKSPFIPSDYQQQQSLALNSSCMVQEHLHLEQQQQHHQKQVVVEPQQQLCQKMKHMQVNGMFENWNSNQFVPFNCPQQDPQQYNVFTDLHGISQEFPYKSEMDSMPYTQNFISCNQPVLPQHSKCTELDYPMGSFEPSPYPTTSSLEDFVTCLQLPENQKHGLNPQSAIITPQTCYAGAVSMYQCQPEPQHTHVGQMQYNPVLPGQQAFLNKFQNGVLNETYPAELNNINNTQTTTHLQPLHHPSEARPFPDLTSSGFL
Fh CTSL1 inh = cathepsin L1 inhibition, PFM18AAP counter-screen | recombinant F. hepatica cathepsin L1, Z-Leu-Arg-MCA fluorescence | inhibition, % at 5.96 µM | hit rate 0.49% among 300,000;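 active = inhibition above the mean of all tested compounds plus 3 SD, set per screening campaign, cut at about 17% in these data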;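 note: 0% = plate median of test compound wells and 100% = 1 µM Z-Phe-Ala-diazomethylketone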
TPT1 inh = C. albicans TPT1 enzyme inhibition; hit rate 0.81% among 300,000; recombinant caTPT1, FP RNA substrate dephosphorylation; inhibition, % at 5 µM; AID 1962;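 active = inhibition above the mean of all tested compounds plus 3 SD, set per screening campaign, cut at about 24% in these data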;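 note: plate controls were DMSO alone for no effect and ferristatin control at 100 nM for full effect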
proCasp3 act = procaspase-3 (human) activation; activation, % at 8.5 µM; recombinant procaspase-3 D3A, Ac-DEVD-pNA absorbance 405 nm; hit rate 0.11% among 330,000; P42574;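 active = activation above the mean of all tested compounds plus 3 SD, cut at about 21% in these data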;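 note: 0% = DMSO alone and 100% = DMSO wells spiked with extra 5 µM PC-3 D3A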
Target sequence (P42574 whole entry D9A/D28A/D175A): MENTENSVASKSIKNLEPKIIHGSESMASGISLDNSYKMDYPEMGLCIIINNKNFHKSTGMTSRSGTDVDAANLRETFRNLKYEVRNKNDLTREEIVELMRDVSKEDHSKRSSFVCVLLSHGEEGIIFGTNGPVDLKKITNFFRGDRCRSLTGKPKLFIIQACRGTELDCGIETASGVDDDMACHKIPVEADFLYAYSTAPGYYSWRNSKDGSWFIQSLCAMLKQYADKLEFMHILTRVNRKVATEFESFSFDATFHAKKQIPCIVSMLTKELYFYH
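Test system: Procaspase-3 D3A mutant, all three cleavage aspartates alanine | Dosing: Single dose, 8.5 µM nominal compound, 0.8% DMSO | Schedule: 1 h preincubation, 2 h reaction | Technique: 405 nm absorbance of p-nitroaniline, reads at 0 and 120 min | Repeats: One well per compound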
* marks the source's active call; other numbers are inactive results; · = not tested or not shown.

[1] CCOc1ccc2[nH]c3c(NCCN(CC)CC)ncnc3c2c1
[2] CCn1c(SCC(=O)Nc2nc3ccccc3s2)nnc1-c1ccc(Br)cc1
[3] CN(C(=S)NC1CCCCC1)C1(c2ccccc2Cl)CCCCC1=O (configuration not stated)
[4] Cn1cc(SCC(=O)NC2CCCC2)c2ccccc21
[5] Cc1oc(C(C)(C)C)cc1C(=O)Nc1ccc2c(c1)OCO2
[6] Cn1c(CCNC(=O)c2ccco2)nc2cc(NC(=O)NC3CCCCC3)ccc21
[7] CC(C(=O)N=c1sc2ccccc2n1C)N1C(=O)C2CC=CCC2C1=O (configuration not stated)
[8] Cn1nc(-c2ccccc2)c2cc(C(=O)O)sc21

Compound	1	2	3	4	5	6	7	8
PAFAH2 inh	-9.1	-11.8	-2.4	0.3	·	12.9	-0.3	7.3
PP5 inh	1.3	4.2	3.4	2.6	0.0	1.2	-2.4	-1.5
procasp7 counter	11.1	-2.8	1.2	-5.3	3.9	3.2	-3.0	9.6
HCV core dimer	0.4	-2.7	-0.7	-10.3	-1.1	-2.5	2.5	2.6
PP1 inh	-2.2	-0.1	1.4	-2.4	-0.6	0.0	-2.6	1.8
AHR activator	7.0	5.6	-2.1	3.1	12.7	11.3	5.6	0.9
Fh CTSL1 inh	0.7	-0.4	-3.8	-3.1	1.1	4.7	-0.2	-5.3
TPT1 inh	0.6	1.4	-3.3	-1.5	0.2	-0.9	-0.7	2.5
proCasp3 act	1.1	-9.1	3.2	4.2	2.3	9.5	-0.6	-4.0

[9] O=C(NCc1ccncc1)c1ccc(Oc2ccccc2)cc1
[10] Cc1nc2ccccc2c(=O)n1/N=C/c1cn[nH]c1-c1ccccc1
[11] C/C(=N/NC(=O)CSc1nc2ccccc2n1C)c1ccncc1
[12] COCCCN(C(=O)CC1OC(=O)c2ccccc21)c1c(N)n(Cc2ccccc2)c(=O)[nH]c1=O (configuration not stated)
[13] O=C(CC1C(=O)NCCN1Cc1ccccc1F)NC1CCCCCC1 (configuration not stated)
[14] C[C@@]12C(=O)Nc3ccc(F)cc3C(=O)N1[C@H]1c3cc(Br)ccc3OC[C@@H]1[C@@H]2c1ccccc1
[15] CC(=O)NCCN1C(=O)C2C3c4ccccc4C(c4ccccc43)C2C1=O (configuration not stated)
[16] COc1ccc(OC)c(S(=O)(=O)Nc2cc3c(cc2N2CCCC2)n(C)c(=O)c(=O)n3C)c1

Compound	9	10	11	12	13	14	15	16
PAFAH2 inh	-6.0	·	-1.4	2.9	3.0	-36.2	-6.5	9.2
PP5 inh	0.3	-2.9	-0.5	0.9	2.5	·	0.7	5.0
procasp7 counter	10.2	8.6	-1.5	0.7	3.2	-3.9	-8.3	-7.3
HCV core dimer	2.4	4.3	12.4	2.7	7.2	·	-3.4	-0.4
PP1 inh	-1.6	-1.1	-2.4	2.0	-2.6	·	0.5	1.4
AHR activator	5.3	46.7	29.3	0.9	-1.6	5.1	-0.3	1.2
Fh CTSL1 inh	-4.1	1.4	-0.7	-0.8	1.3	·	-0.4	-5.8
TPT1 inh	-3.3	0.3	-1.7	3.5	-4.6	·	-2.9	-3.6
proCasp3 act	-1.9	6.5	4.6	6.2	-4.6	6.6	-8.3	-0.9

[17] CCC(C(=O)Nc1cccnc1Cl)c1ccccc1 (configuration not stated)
[18] O=S(=O)(Nc1ccc2c(c1)nc1n2CCN(Cc2ccccc2)C1)c1ccc(Cl)cc1
[19] NC(=O)Cn1cc(C(=O)COc2ccccc2)c2ccccc21
[20] CCCCc1ccc(N/C(N)=N/c2nc(C)cc(C)n2)cc1
[21] C/C(=N\NC1=N[C@H]2CS(=O)(=O)C[C@H]2S1)c1ccccc1
[22] CC(=O)/C(=N\Nc1ccc(Cl)cc1Cl)Sc1cccc2cccnc12
[23] C=CCn1c(O)c(C=Nc2ccc(CN3CCCCC3)cc2)c(=O)[nH]c1=S
[24] COc1ccc(C(=O)OC(C(=O)c2ccc(C)cc2)c2ccccc2)cc1 (configuration not stated)

Compound	17	18	19	20	21	22	23	24
PAFAH2 inh	-3.6	4.2	·	·	·	-1.4	·	-2.8
PP5 inh	1.6	5.8	1.8	-1.1	0.3	-0.7	4.8	0.3
procasp7 counter	-1.1	-2.1	4.3	5.5	2.0	-1.5	-1.6	9.8
HCV core dimer	7.7	15.6	1.2	6.3	-2.8	2.3	-6.2	0.5
PP1 inh	-6.5	12.0	-3.7	6.0	-5.2	-5.3	-3.0	2.0
AHR activator	1.2	-0.4	74.6*	26.4	-1.9	4.4	5.5	-1.0
Fh CTSL1 inh	-1.1	0.0	-2.9	0.4	0.0	-0.1	1.2	-12.7
TPT1 inh	-4.4	5.3	12.3	0.6	-2.0	0.8	-2.7	2.3
proCasp3 act	3.7	-7.4	3.7	7.6	-7.3	-10.8	11.7	-0.3

[25] C=CCN1C(=O)/C(=C2\SC(N3CCOCC3)=NC2=O)c2cc(Br)ccc21
[26] CSc1ccc(OC2CCN(Cc3ccccc3)CC2)cc1
[27] CCOC(=O)c1[nH]c2ccc(OC)cc2c1NC(=O)CCN1CCCC(C)C1 (configuration not stated)
[28] Cc1ncc([N+](=O)[O-])n1CCN1C(=O)c2ccccc2C1=O
[29] NC(=O)c1nn(-c2ccccc2)nc1NC(=O)CSc1nnnn1-c1ccc(Cl)cc1
[30] Cc1csc(NC(=O)c2cc3c(s2)CCCCC3)n1
[31] O=C(CNS(=O)(=O)c1ccc(Br)s1)NCc1ccc(F)cc1
[32] Nc1nc(-c2ccc(Oc3ccccc3)cc2)cs1

Compound	25	26	27	28	29	30	31	32
PAFAH2 inh	0.1	-5.0	0.2	1.9	6.6	-5.3	-5.1	5.2
PP5 inh	1.1	-1.3	2.1	-0.8	1.6	0.7	3.2	4.1
procasp7 counter	2.8	3.3	12.7	-11.0	0.3	18.6	-7.6	-1.7
HCV core dimer	3.0	-1.6	-7.0	-12.2	13.3	10.8	-15.6	-10.4
PP1 inh	-2.0	2.9	-2.7	1.1	12.2	-0.1	-1.8	4.9
AHR activator	43.0	2.2	6.2	-0.1	12.3	-11.4	-3.1	7.5
Fh CTSL1 inh	-0.3	0.4	-1.9	-7.8	4.4	1.0	0.7	-2.8
TPT1 inh	-6.8	-2.1	-3.0	-1.7	-0.5	-2.2	-4.5	-4.9
proCasp3 act	4.7	8.2	-1.0	3.4	-1.0	-0.1	-1.1	2.8

Compound profiles (already shown). Screens in order: PAFAH2 inh | PP5 inh | procasp7 counter | HCV core dimer | PP1 inh | AHR activator | Fh CTSL1 inh | TPT1 inh | proCasp3 act
Shown for O=C(CNS(=O)(=O)c1ccc(Br)s1)NCc1ccc(F)cc1 : -5.1 | 3.2 | -7.6 | -15.6 | -1.8 | -3.1 | 0.7 | -4.5 | -1.1
Shown for CSc1ccc(OC2CCN(Cc3ccccc3)CC2)cc1 : -5.0 | -1.3 | 3.3 | -1.6 | 2.9 | 2.2 | 0.4 | -2.1 | 8.2
Shown for CCOC(=O)c1[nH]c2ccc(OC)cc2c1NC(=O)CCN1CCCC(C)C1 (configuration not stated) : 0.2 | 2.1 | 12.7 | -7.0 | -2.7 | 6.2 | -1.9 | -3.0 | -1.0

Other structures
[33] CC12CCC(=O)N1C(C(=O)Nc1nc3ccc(S(C)(=O)=O)cc3s1)CS2 (configuration not stated)
[34] CC(=O)Nc1cc(OC(C)=O)c2nonc2c1OC(C)=O
[35] O=C(CSc1nnc(-c2ccccc2F)o1)NC1CCCCC1
[36] COc1ccc(N(C)C(=O)C2CCN(S(=O)(=O)c3cccc4nonc34)CC2)c(OC)c1
[37] Cc1ccc(-c2nnn(CC(=O)N(CCO)C(C(=O)NC3CCCCC3)c3ccncc3)n2)o1 (configuration not stated)
[38] Cc1ccc(NCCC(=O)c2cccs2)cc1
[39] C=CCn1c(Cc2cccs2)nnc1SCC(=O)NC1CC1
[40] O=C(Oc1ccc(-c2nnco2)cc1)c1ccc(F)c(S(=O)(=O)N2CCOCC2)c1

Compound	33	34	35	36	37	38	39	40
PAFAH2 inh	7.7	7.9	-6.6	14.8	·	1.0	-2.5	9.8
PP5 inh	0.5	8.2	-2.3	0.5	3.3	-0.4	-2.6	-1.9
procasp7 counter	1.9	-9.5	5.3	-6.4	-0.1	-9.3	-0.1	3.2
HCV core dimer	-3.1	1.5	-2.4	5.0	-45.5	0.3	6.6	5.6
PP1 inh	2.7	59.6*	2.7	6.8	-1.1	-8.0	-4.0	-4.1
AHR activator	2.2	-5.7	-3.9	-1.4	-2.0	4.2	-0.6	1.2
Fh CTSL1 inh	3.9	110.2*	8.6	-2.1	1.0	-1.7	-2.2	-7.5
TPT1 inh	-0.7	-2.5	5.0	-1.1	0.9	-0.1	-0.2	0.8
proCasp3 act	-7.6	-11.5	-2.0	-6.5	-9.6	-12.2	-5.8	7.8

[41] CC(=O)NC1=NN(C(C)=O)C2(S1)C(=O)N(C(C)=O)c1ccc(C)cc12 (configuration not stated)
[42] O=C(c1cc(-c2cccc(Cl)c2)nc2ccccc12)N1CCN(c2ccccn2)CC1
[43] O=C(NNS(=O)(=O)c1ccccc1)c1cccc(F)c1
[44] Cc1cccc(C)c1NC(=O)CCCSc1nnc(-c2ccco2)o1
[45] Cc1cccc(C)c1NC(=O)C1CSC2(C)CCC(=O)N12 (configuration not stated)
[46] Cc1ccc(CNC(=O)C2CC(c3ccccc3F)=NO2)cc1 (configuration not stated)
[47] Cc1ccc(OCC(=O)N2N=C(c3ccncc3)CC2(O)C(F)(F)F)cc1C (configuration not stated)
[48] CCc1ccccc1NC(=O)CNC(=O)c1cc(C2CC2)nn1-c1ccccc1

Compound	41	42	43	44	45	46	47	48
PAFAH2 inh	12.9	3.8	-6.5	4.9	-0.4	5.6	-7.3	3.3
PP5 inh	-0.3	2.0	-0.3	2.0	0.6	4.3	-0.6	0.3
procasp7 counter	5.4	13.7	3.0	-6.4	5.5	6.8	-0.5	-9.9
HCV core dimer	-1.1	21.1	10.2	-5.9	-1.9	-2.8	1.1	·
PP1 inh	-1.7	-2.3	-3.8	-6.8	-2.1	2.8	-1.9	2.4
AHR activator	-1.4	-0.2	0.2	0.5	0.4	-2.9	4.1	2.8
Fh CTSL1 inh	0.0	-4.1	-1.4	-2.0	-0.8	-2.1	0.6	·
TPT1 inh	-2.7	-2.0	-4.5	-0.1	2.2	-0.1	-1.1	·
proCasp3 act	5.5	3.6	3.7	-6.4	9.8	19.1	5.5	4.6

[49] NS(=O)(=O)c1ccc(CCNC(=O)c2cc([N+](=O)[O-])ccc2N2CCCCC2)cc1
[50] COc1cccc(NC(=O)Nc2ccc3c(c2)nnn3C)c1
[51] Cc1ccccc1CSc1nc2ccccc2c(=O)n1C
[52] C=CCC1(CC=C)CCCN1C(=O)c1cc(COc2cccc(OC)c2)on1

Compound	49	50	51	52
PAFAH2 inh	-3.8	-6.1	-3.6	-0.9
PP5 inh	0.2	2.4	-1.0	2.5
procasp7 counter	-7.5	-0.2	-5.7	5.1
HCV core dimer	7.4	-1.9	·	3.7
PP1 inh	-1.3	-2.0	-5.0	2.5
AHR activator	2.1	5.2	7.2	0.7
Fh CTSL1 inh	7.2	-3.4	·	5.6
TPT1 inh	1.5	1.9	·	-4.8
proCasp3 act	0.5	-3.7	-1.9	1.5

Hits appear at their usual frequency; 5.6% or so of the library scored in one or more.
